Screening data (PubChem BioAssay)
TEAD-YAP inh: TEAD-YAP interaction inhibition; 640,000 tested, 1.4% active; inhibition, % at 9.12 µM; HEK-TIYL cells, TEAD-Gal4/YAP UAS-luciferase luminescence; AID 1259422; in the data active means inhibition above about 32%;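 further: 0% = median of test compound wells and 100% = reference inhibitor wells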
GPR151 ag: activates the human receptor GPR151; Q8TDV0; PathHunter beta-arrestin GPR151 cells, luminescence; activation, % at 11.2 µM; 650,000 tested, 1% active; in the data active means activation above about 4.9%;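 further: 0% = median of compound wells and 100% = cells with positive control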
Target sequence (Q8TDV0 whole entry, looked up): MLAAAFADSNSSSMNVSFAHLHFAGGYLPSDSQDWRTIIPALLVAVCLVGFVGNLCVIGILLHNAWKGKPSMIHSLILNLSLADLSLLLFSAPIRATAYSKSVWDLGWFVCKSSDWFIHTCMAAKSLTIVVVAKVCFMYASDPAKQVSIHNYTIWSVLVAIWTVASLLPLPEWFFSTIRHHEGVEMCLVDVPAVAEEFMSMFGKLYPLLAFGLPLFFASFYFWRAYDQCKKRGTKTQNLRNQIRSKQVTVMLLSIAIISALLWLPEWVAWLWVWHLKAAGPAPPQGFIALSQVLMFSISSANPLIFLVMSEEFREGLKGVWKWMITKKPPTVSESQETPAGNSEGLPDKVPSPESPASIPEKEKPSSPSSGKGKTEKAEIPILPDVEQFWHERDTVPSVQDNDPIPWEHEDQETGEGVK
MITF primary: inhibitors of human MITF | AlphaScreen MITF homodimerization, bead proximity signal | inhibition, % at 2.6 µM | 650,000 tested, 0.91% active; in the data active means inhibition above about 50%;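 further: 0% = vehicle wells with protein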
Target sequence (O75030 whole entry, looked up): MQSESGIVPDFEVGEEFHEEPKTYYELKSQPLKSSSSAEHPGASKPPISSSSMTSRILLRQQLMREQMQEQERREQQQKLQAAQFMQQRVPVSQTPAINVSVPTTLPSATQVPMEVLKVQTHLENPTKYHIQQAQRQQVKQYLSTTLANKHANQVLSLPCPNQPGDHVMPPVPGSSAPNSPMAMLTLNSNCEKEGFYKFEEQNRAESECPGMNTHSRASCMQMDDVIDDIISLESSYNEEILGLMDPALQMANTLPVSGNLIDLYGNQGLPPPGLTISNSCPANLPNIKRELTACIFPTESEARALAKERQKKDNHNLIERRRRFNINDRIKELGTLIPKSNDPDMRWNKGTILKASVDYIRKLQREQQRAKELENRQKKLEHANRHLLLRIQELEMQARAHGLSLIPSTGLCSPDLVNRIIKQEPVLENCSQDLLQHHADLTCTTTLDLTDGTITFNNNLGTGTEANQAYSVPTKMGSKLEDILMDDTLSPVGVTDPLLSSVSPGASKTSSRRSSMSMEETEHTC
FBW7 activator: human FBW7 E3 ligase activation, primary screen. normalized activity (activation), % at 26.1 µM. AlphaScreen FBW7–phospho-cyclin E peptide binding, activator screen. 650,000 tested, 0.13% active. AID 1259310. Q969H0; in the data active means normalized activity above about 1.9%;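 further: purified mutant Fbw7 with reduced substrate affinity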
* marks the source's active call; other numbers are inactive results.

The first 4 compounds, to show the layout:
structure	TEAD-YAP inh	GPR151 ag	MITF primary	FBW7 activator
CC(C)(C)NC(=O)Nc1ccccc1-c1cnn(-c2ccccc2)c1	-33	-2.8	-1	0.0
O=C(NCC1Cc2cc(Cl)cc(-c3ncccn3)c2O1)c1ccc(N2CCCC2)cc1 (configuration not stated)	46*	-0.6	2	0.0
C=CCn1c(=S)[nH]c2sc(C)c(C)c2c1=O	1	1.1	20	0.0
Cc1cc(C(F)(F)F)c2c(NCc3cnn(C)c3C)n[nH]c2n1	-24	-0.7	-3	0.0

This part in full, previewed entries included:
structure	TEAD-YAP inh	GPR151 ag	MITF primary	FBW7 activator
CC(C)(C)NC(=O)Nc1ccccc1-c1cnn(-c2ccccc2)c1	-33	-2.8	-1	0.0
O=C(NCC1Cc2cc(Cl)cc(-c3ncccn3)c2O1)c1ccc(N2CCCC2)cc1 (configuration not stated)	46*	-0.6	2	0.0
C=CCn1c(=S)[nH]c2sc(C)c(C)c2c1=O	1	1.1	20	0.0
Cc1cc(C(F)(F)F)c2c(NCc3cnn(C)c3C)n[nH]c2n1	-24	-0.7	-3	0.0
CC(=O)Nc1ccc(S(=O)(=O)Nc2cc(Sc3ccc(F)cc3)cc([N+](=O)[O-])c2)cc1Cl	-8	-1.3	-2	0.7
CCC1CN(Cc2ccc(COC)o2)Cc2cc(OC)ccc2O1 (configuration not stated)	-1	1.3	-4	-0.1
N#C/C(=C\c1c(Oc2ccccc2)nc2ccccn2c1=O)C(=O)NC1CCCCC1	-5	-8.2	7	0.1
Cc1ccc2c(c1)N(C(=O)CCC(=O)N1CCN(c3ccccn3)CC1)CC(C)O2 (configuration not stated)	-2	0.0	19	0.0
O=C(NNS(=O)(=O)c1ccc(Cl)s1)c1ccc(Br)cc1	-9	0.7	-9	0.1
O=C1SC(Nc2ccccc2)C(=O)N1c1ccccc1 (configuration not stated)	-30	-1.0	10	0.3
CC1CCCN(S(=O)(=O)c2cnc[nH]2)C1 (configuration not stated)	-2	0.2	-10	0.0
COc1ccc(C(O)C(=O)N[C@H]2CC[C@H](C(=O)Nc3ccc4[nH]ncc4c3)C2)cc1 (some centres not stated)	0	-1.1	5	0.2
COc1nnc(-c2ccc(Cl)cc2)c2ccccc12	6	0.5	18	1.2
CCOC(=O)C1=C(N)Oc2cc(C)[nH]c(=O)c2C1c1ccc(Cl)cc1Cl (configuration not stated)	-8	-1.3	-10	-0.1
c1ccc(Cn2nnnc2C(c2ccccn2)N2CCN(c3ccccc3)CC2)cc1 (configuration not stated)	-5	-0.1	11	0.3
O=[N+]([O-])c1cccc(-c2nc(-c3ccccn3)no2)c1	-19	-4.6	1	-0.1
COCCNC(=S)N/N=C/c1c(C)nn(Cc2ccccc2)c1Cl	-2	-0.5	18	0.4
O=C(NCc1ccncc1)c1cc2cc(C3(O)CCN(CC4CC=CCC4)CC3)ccc2o1 (configuration not stated)	1	1.1	-25	0.1
COC(=O)C1=C(C)NC(=O)/C1=C\c1cc(C)n(-c2ccc(Cl)cc2Cl)c1C	-3	-0.7	21	0.1
Cn1cccc1/C=C1/C(=O)ON=C1c1ccccc1	-4	-0.5	14	-0.1
COc1ccccc1C(=O)Nc1nnc(SCc2ccc(C#N)cc2)s1	-14	-0.5	13	0.4
CCOc1cccc(NC(=O)Cc2cccs2)c1	-8	0.5	13	-0.1
O=C(CCCCCn1c(=S)[nH]c2ccccc2c1=O)NCc1ccc(F)cc1	5	-1.4	0	0.4
O=C(Cn1c2c(c(=O)n(C3CCCCC3)c1=O)CCC2)NCCCN1CCOCC1	11	-0.9	-2	0.7
COc1ccc(-n2nc3ccc(NC(=O)Cc4ccccc4)cc3n2)cc1	0	0.5	-3	0.1
CC1(C)Nc2ccccc2-c2c1ssc2=Nc1cccc(F)c1	6	-0.2	-5	-0.3
COc1ccc(N2CCN(CCNS(=O)(=O)c3cc(C)c(C)cc3C)CC2)cc1	-2	0.5	10	-0.8
O=C(O)CCc1ccc(-c2ccccc2)n1NC(=O)c1ccco1	10	-0.5	4	0.1
NC(=O)c1c(NC(=O)CN(C(=O)c2cccs2)C2CCCCC2)sc2c1CCCC2	-2	-0.2	-7	-0.2
CC1CCCCC1NC(=O)c1ncoc1-c1cccs1 (configuration not stated)	2	-0.8	-18	0.0
Cc1nc2cnc(-c3ccsc3)cn2c1NC(=O)c1ccco1	0	2.7	-16	0.1
CC1CCCN(c2nc3c(c(=O)[nH]2)CCN(Cc2ccc(O)cc2)C3)C1 (configuration not stated)	-4	1.1	1	-0.3
COc1cc([N+](=O)[O-])cc2sc(NC(=O)C(C)(C)C)nc12	6	-0.2	-2	-0.1
O=C(CSc1nc2ccccc2o1)Nc1cc(Cl)ccc1Oc1ccccc1	-6	1.0	0	0.0
CC(C)Oc1ccc(/C=N/NC(=O)C(=O)N2CCCCC2)cc1	7	0.9	-13	0.0
COc1cccc(CNC(=O)CN(C)S(=O)(=O)c2cccc3cccnc23)c1	-1	0.4	4	-0.1
COCCCNC(=S)N1CCN(c2nc(-c3cccc(OC)c3)cs2)CC1	-5	0.6	-5	-0.2
CN(C)CCOc1ccc(-c2cccc(F)c2)cn1	-31	-0.4	7	-0.4
O=C(O)c1c(CNC2CCCCCC2)c2ccccc2n1Cc1ccccc1	10	1.4	5	-0.1
CN(CCCNC(=O)CCCn1c(=S)[nH]c2cc3c(cc2c1=O)OCO3)Cc1ccccc1	1	1.1	8	0.1
O=C(COc1ccc(N2C(=O)C3C4C=CC(C5CC45)C3C2=O)cc1)c1cccs1 (configuration not stated)	-1	0.1	13	0.1
CCOc1ccc(-c2c(C#N)c(N)nc(SCC(=O)c3ccc([N+](=O)[O-])cc3)c2C#N)cc1	12	1.4	11	0.1
COc1cc(/C=C2/SC(=S)N(CC3CCCO3)C2=O)ccc1O (configuration not stated)	5	-1.4	-1	-0.6
NC(Cc1c[nH]c2ccc(Br)cc12)C(=O)O (configuration not stated)	1	0.7	-1	-0.7
COc1ccc(C(C)=O)cc1CSc1nc2ccccc2c(=O)n1CC1CCCO1 (configuration not stated)	6	-1.3	12	-0.1
O=C(Oc1ccc(-c2cnc3ccccc3n2)cc1)c1ccco1	9	-0.6	2	0.2
Cc1cc(C)n(-c2nc3c(c(=O)[nH]c(=O)n3C)n2Cc2ccc(F)cc2)n1	1	0.6	2	0.0
Nc1nonc1-n1nnc(C(=O)N/N=C/c2c[nH]c3ccccc23)c1CN1CCOCC1	12	-0.3	4	0.1
CCN=C(NCC)SC1CC(=O)N(c2cccc(Cl)c2)C1=O (configuration not stated)	-15	-1.3	16	0.1
O=C(Cn1cnc2sc3c(c2c1=O)CCCC3)Nc1cccc(Cl)c1	-2	-2.1	-3	-0.1

Other results.
structure	TEAD-YAP inh	GPR151 ag	MITF primary	FBW7 activator
COc1ccc(CCNC(=O)Cn2cnc3sc(C)cc3c2=O)cc1OC	9	-0.4	10	-0.1
COC(=O)[C@@H]1CCCN1Cc1ccc(C(=O)NC23CC4CC(CC(C4)C2)C3)c(=O)[nH]1	-3	2.0	-2	0.1
COc1cc(C2C(C#N)=C(N)N(c3ccccc3)C3=C2C(=O)CCC3)cc(OC)c1OC (configuration not stated)	2	0.3	6	0.0
CCCNC(=O)C(=O)NCC1OCCCN1S(=O)(=O)c1ccc(OC)c(OC)c1 (configuration not stated)	0	-0.1	17	0.4
CC1CCCC(NC(=O)Cc2ccc(NC3=NC4CS(=O)(=O)CC4S3)cc2)C1C (configuration not stated)	1	2.2	-5	-0.1
CCCN(CCC)C(=O)C1CC(=O)OC12CCOC(C)(C)C2 (configuration not stated)	3	1.8	-8	0.0
O=C(Nc1ncn[nH]1)C(Sc1ccccc1)c1ccccc1 (configuration not stated)	0	4.4	-15	-0.5
COc1cccc(-c2nnc(NC(=O)c3ccccc3OC)o2)c1	-5	0.8	22	0.6
Cc1ccc2cc(CN(CCCO)C(=S)NCC3CCCO3)c(=O)[nH]c2c1 (configuration not stated)	-4	0.8	4	-0.2
COC(=O)c1c(NC(=O)c2ccccc2)sc(C(N)=O)c1C	4	-1.3	14	0.3

Carrying on:
Every second line gives: TEAD-YAP inh | GPR151 ag | MITF primary | FBW7 activator
> Cc1cc(F)ccc1NC(=O)C(CCS(C)(=O)=O)N1Cc2ccccc2C1=O (configuration not stated)
→ -8 | -0.8 | 12 | 0.1
> NC(=O)C1CCN(c2ncnc3c2c(-c2ccccc2)cn3-c2cccc(Cl)c2)CC1
→ -1 | -2.1 | 15 | 0.3
> COc1ccc2nc(/N=C(\N)NC(=O)C(C)(C)C)nc(C)c2c1
→ -56 | -0.4 | 14 | 0.1
> CCOc1cc(/C=N/Nc2nc3c(c(=O)n(C)c(=O)n3C)n2Cc2ccccc2)ccc1O
→ 44* | -1.0 | 0 | 0.1
> Cc1nc2cc(N=c3ccc4ccccc4n3C)ccc2s1
→ -10 | 1.1 | -2 | 0.0
> COc1ccccc1S(=O)(=O)NCCCN(C)C
→ 5 | 0.4 | -5 | 0.1
> COc1cc(/C=C2/C(=O)NC(=O)N(c3ccc(C(C)C)cc3)C2=O)cc([N+](=O)[O-])c1O
→ 1 | -1.8 | 1 | -0.1
> O=C(NCC1CCCO1)c1ccccc1S(=O)(=O)c1ccc([N+](=O)[O-])cc1 (configuration not stated)
→ 12 | -1.0 | 17 | 0.9
> CSc1ncccc1C(=O)OCC(=O)c1ccc2c(c1)OCCO2
→ -4 | 0.8 | 2 | 0.0
> C#CCOC(=O)CCCC(=O)Nc1cccc(C)c1
→ 0 | 0.0 | -5 | -0.1
> CCOC(=O)c1c(/N=c2\oc3ccc(OC)cc3cc2C(=O)Nc2ccccc2)sc2c1CCCC2
→ 8 | 0.6 | 1 | -0.1
> O=C(O)C1CCCN(S(=O)(=O)N2CCCCC2)C1 (configuration not stated)
→ 0 | -0.1 | -13 | 0.2
> CCc1cccc(CC)c1NC(=O)CN1C(=O)c2ccccc2C1=O
→ 4 | -1.8 | 3 | 0.1
> O=C(O)c1cc2cccc(S(=O)(=O)N3CCCCC3)c2cc1O
→ 6 | 1.2 | -12 | 0.1
> CCCN(CCC)C(=O)CN(c1ccc(C(C)C)cc1)S(=O)(=O)c1c(C)nn(C)c1C
→ -6 | 1.6 | 8 | 0.0
> O=C(N/N=C/c1cccc(I)c1)c1ccccc1
→ -67 | 0.0 | -16 | 0.3
> CCOC(=O)C1(CC2CCCCO2)CCN(Cc2cc3ccccc3[nH]2)CC1 (configuration not stated)
→ 7 | -0.9 | 5 | -0.1
> O=C(Oc1ccc2c(=O)c(Oc3ccccc3)c(C(F)(F)F)oc2c1)c1c(-c2ccccc2)nn(-c2ccccc2)c1Cl
→ 6 | -0.3 | -2 | -0.1
> O=c1nc(SCc2ccc(Cl)c(Cl)c2)c2c([nH]1)CCCC2
→ -3 | -1.8 | 22 | 0.2
> CC1(C)CC(=O)c2cnc(NC(=O)c3ccc(Cl)cc3)nc2C1
→ 3 | -0.2 | 1 | -0.2

Reformatted: results already given
O=C(Cn1c2c(c(=O)n(C3CCCCC3)c1=O)CCC2)NCCCN1CCOCC1
  TEAD-YAP inh: 11 | GPR151 ag: -0.9 | MITF primary: -2 | FBW7 activator: 0.7

COc1ccc(-n2nc3ccc(NC(=O)Cc4ccccc4)cc3n2)cc1
  TEAD-YAP inh: 0 | GPR151 ag: 0.5 | MITF primary: -3 | FBW7 activator: 0.1

Further records
Every second line gives: TEAD-YAP inh | GPR151 ag | MITF primary | FBW7 activator
> O=C(NCc1cccs1)c1cccnc1Nc1ccccc1F
→ 4 | -0.8 | -9 | 0.0
> O=C(Cn1c(=O)oc2cc(S(=O)(=O)NC3CCCC3)ccc21)N1CCCC1
→ 9 | -1.5 | 17 | 0.2
> Cc1cccc(/C(N)=N/OC(=O)COc2cccc(C)c2C)c1
→ -7 | -0.7 | -2 | -0.1
> CCOc1cc(/C=N/NC(=O)CNC(=O)c2ccco2)ccc1O
→ 9 | 1.6 | 9 | 0.2
> Cc1cc(-c2cncnc2C2CCN(C(=O)C(C)C)CC2)on1
→ 0 | -1.6 | -13 | 0.5
> Cc1ccccc1-c1cn[nH]c1C1CCCN(C(=O)Cc2ccn(C)c2)C1 (configuration not stated)
→ 6 | -1.4 | 1 | -0.2
> CC1CCN(C(=O)CCc2ccc(S(=O)(=O)NC(C)C)cc2)CC1
→ 12 | 0.0 | 6 | -0.1
> O=C(Nc1ccccc1Cl)C(Cc1ccccc1)N1C(=O)C2C3c4ccccc4C(c4ccccc43)C2C1=O (configuration not stated)
→ 3 | 3.5 | 6 | -0.1
> O=C(c1cc2n(n1)C(C(F)(F)F)CC(c1ccccc1)N2)N1CCOCC1 (configuration not stated)
→ -2 | 0.7 | 8 | 0.1
> COc1ccc(NC2CC(=O)N(c3ccc(Cl)cc3)C2=O)cc1 (configuration not stated)
→ 4 | 2.7 | 8 | 0.1
> CSCCOC(=O)C1=C(C)NC(=O)NC1c1ccc(N(C)C)cc1 (configuration not stated)
→ 0 | 0.9 | 12 | 0.2
> Nc1nc(NCCc2ccc(O)cc2)cc(Nc2ccccc2)n1
→ -5 | -0.2 | 15 | 0.0
> COc1cccc(-n2c(=S)sc3c(=O)n(-c4ccc(F)cc4)c(SCC(=O)NC4CCCCC4)nc32)c1
→ -15 | 2.1 | 26 | 0.1
> Cc1ccc(CNc2nc3ccccc3n2C)cc1
→ 75* | -7.9 | 19 | 0.9
> CC(C)(C)c1cc(N2C(=O)c3c(Cl)c(Cl)c(Cl)c(Cl)c3C2=O)no1
→ 3 | -2.2 | -1 | 0.3
> O=C(NN1S(=O)(=O)c2ccccc2S1(=O)=O)c1ccc(O)cc1
→ -2 | 0.1 | 16 | 0.2
> Fc1ccc(-c2nnc(C3CCN(Cc4nc5ccccc5[nH]4)CC3)o2)cc1
→ 20 | -0.7 | 27 | 0.3
> CSc1ccc2nc(NC(=O)C(C)C)sc2c1
→ -20 | -1.1 | 8 | -0.6
